Compound activity: PubChem, several laboratories
CHOP inhibitor: inhibitors of CHOP induction in ER stress response; inhibition, % at 10 µM; CHO-K1 CHOP-promoter luciferase, tunicamycin-induced, 15-18 h; 3.8% of 220,000 active;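 active = compounds that reduced the stress-induced luciferase reporter signal by more than about 70% of percent inhibition, limit read from the data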;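 also: 0% = tunicamycin plus vehicle and 100% = wells without tunicamycin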
BaF3 tox: counter-screen for JAK2V617F inhibitors: parental Ba/F3 viability inhibitors. CellTiter-Glo ATP luminescence. inhibition, % at 5.6 µM. 1.1% of 220,000 active. AID 1486;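 active = inhibition above a per-campaign cutoff, the mean inhibition of all tested compounds plus 3 SD, cut at about 27% in these data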;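 also: 0% = DMSO wells and 100% = JAK Inhibitor I control wells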
TRPML3 agonist: agonists of human TRPML3 channel; HEK293 TRPML3-YFP, Fluo-8 calcium fluorescence; 100% = the carbachol control signal; Q8TDD5; activation, % at 3 µM; 0.29% of 220,000 active;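 active = activation above its plate's cutoff, the mean activation of the plate's test wells plus 3 SD, cut at about 12% in these data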;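 also: 0% = DMSO only wells and 100% = carbachol wells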
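system = HEK293 cells stably carrying human TRPML3-YFP | doses = one concentration, 3 µM nominal, 0.3% DMSO | timing = dye loading 1 h 37 °C then 30 min ambient, 125 s read | detection = Fluo-8 calcium dye fluorescence, ex 470-495, em 515-575 nm | benchmarks = high control carbachol 87 µM, low control DMSO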
TRPN1 ag: agonists of zebrafish TRPN1 channel. HEK293 zebrafish TRPN1-YFP, Fluo-8 calcium fluorescence; 100% = response to 87 µM carbachol. activation, % at 3 µM. 0.18% of 220,000 active;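 active = activation above its plate's cutoff, the mean activation of test wells on that plate plus 3 SD, cut at about 19% in these data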;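 also: 0% = DMSO alone and 100% = 87 µM carbachol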
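Material: zebrafish TRPN1-YFP in HEK293 cells; Doses: single test compound dose, 3 µM nominal, 0.3% DMSO; Timing: dye loading 1 h at 37 °C, then 30 min room temperature; Technique: intracellular calcium fluorescence with Fluo-8; Benchmarks: high carbachol 87 µM, low DMSO alone.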
Ba/F3 V617F tox: lowers viability of Ba/F3 cells expressing EpoR and JAK2V617F; AID 1446; ATP luminescence; inhibition, % at 5.6 µM; 1.1% of 220,000 active;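 active = inhibition above the campaign mean plus 3 SD over all tested compounds, cut at about 24% in these data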;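 also: cytokine-independent growth of Ba/F3 cells driven by EpoR plus mutant JAK2; 0% = DMSO-treated cells and 100% = JAK inhibitor I control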
Wee1 degr inh: human Wee1 degradation inhibition, primary screen. P30291. HeLa Luc-Wee1K328M stability, luciferase luminescence; 100% = proteasome inhibitor MG132 effect. reporter increase, % at 5 µM. 1.2% of 220,000 active. AID 1321;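 active = activation above the mean of all tested compounds plus 3 SD, set per screening run, cut at about 8.8% in these data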;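 also: cells exposed to compound for 20 h before luminescence read; 0% = DMSO alone and 100% = MG132 at 30 µM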
Target sequence (P30291 whole entry K328M): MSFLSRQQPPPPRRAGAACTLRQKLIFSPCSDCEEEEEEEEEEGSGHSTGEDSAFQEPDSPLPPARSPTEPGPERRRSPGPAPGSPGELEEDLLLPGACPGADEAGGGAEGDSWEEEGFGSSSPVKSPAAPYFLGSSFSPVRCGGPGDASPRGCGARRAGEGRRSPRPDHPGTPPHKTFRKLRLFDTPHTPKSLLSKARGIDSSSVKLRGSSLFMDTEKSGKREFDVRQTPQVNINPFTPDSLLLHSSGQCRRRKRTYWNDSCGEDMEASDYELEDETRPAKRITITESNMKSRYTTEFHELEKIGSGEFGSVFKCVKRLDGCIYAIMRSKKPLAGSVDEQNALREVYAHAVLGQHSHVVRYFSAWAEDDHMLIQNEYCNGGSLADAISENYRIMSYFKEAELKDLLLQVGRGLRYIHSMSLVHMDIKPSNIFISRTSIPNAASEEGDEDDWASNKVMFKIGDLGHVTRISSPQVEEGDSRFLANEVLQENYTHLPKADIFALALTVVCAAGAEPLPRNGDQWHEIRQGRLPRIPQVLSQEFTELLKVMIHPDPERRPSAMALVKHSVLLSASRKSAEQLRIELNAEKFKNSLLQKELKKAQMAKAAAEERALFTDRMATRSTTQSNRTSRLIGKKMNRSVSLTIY
PPC-1+TRAIL kill: compounds killing PPC-1 cancer cells with TRAIL present (potentiator screen, no TRAIL-free arm). AID 1443. cell killing (% activity), % at 4 µM. 0.41% of 220,000 active. PPC-1 cells + TRAIL, ATPLite viability luminescence;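 active = cell killing above 50% in the first pass at 4 µM, then a duplicate retest at 5 µM averaging 50% or more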;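 also: plate controls were cells with TRAIL plus DMSO for no effect and medium-only wells lacking cells for full effect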
RBBP9 inh: inhibitors of human serine hydrolase RBBP9; O75884; recombinant RBBP9, FP-Rh probe fluorescence polarization; inhibition, % at 7.94 µM; 0.2% of 220,000 active; AID 1515;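 active = inhibition above the campaign mean of all tested compounds plus 3 SD, cut at about 14% in these data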;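 also: plate controls were DMSO wells with RBBP9 for no effect and wells lacking RBBP9 protein for full effect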
Target sequence (O75884 whole entry, looked up): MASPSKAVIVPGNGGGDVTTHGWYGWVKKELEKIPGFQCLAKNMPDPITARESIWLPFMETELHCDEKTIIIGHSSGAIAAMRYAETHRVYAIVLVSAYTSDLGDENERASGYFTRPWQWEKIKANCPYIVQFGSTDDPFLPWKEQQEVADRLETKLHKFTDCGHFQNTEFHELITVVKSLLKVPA
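Measured by: FP readout at 525/598 nm; material: recombinant human RBBP9; also added: Serine-hydrolase probe FP-Rh, 375 nM pre-mixing; medium: Tris buffer pH 8.0, NaCl, Pluronic; replication: one well per compound; doses: one concentration, 7.94 µM nominal, 0.794% DMSO; timing: preincubation 30 min plus labeling 45 min at 25 °C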
TNF death inh: TNF-alpha cell death inhibition in Jurkat FADD-/- cells; Jurkat FADD-/- TNF necroptosis rescue, ATP luminescence, 24 h; 0 = TNF only, 100 = no-TNF cells; activation (protection from cell death), % at 10 µM; 0.068% of 220,000 active;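 active = activation, meaning protection from cell death, of at least 50% relative to plate controls; inactive = activation below 50%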;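 also: necroptosis triggered by 40 ng/mL TNF-alpha added together with compound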
Active calls of the source: *; / = not tested or not shown.

SMILES | CHOP inhibitor | BaF3 tox | TRPML3 agonist | TRPN1 ag | Ba/F3 V617F tox | Wee1 degr inh | PPC-1+TRAIL kill | RBBP9 inh | TNF death inh
C/C(CC(=O)Nc1ccc2ccccc2c1)=N\NC(=O)c1cnccn1 | 27.5 | 4.5 | 0.5 | -0.8 | 1.0 | 2.1 | 6.5 | -13.1 | 0.4
CCSc1nnc(COc2ccccc2)n1CC | 9.3 | -8.2 | 0.4 | 1.0 | -4.7 | 0.4 | -14.9 | 3.5 | 8.6
CCOCCN1CCN(C(=O)CN2CCCC2=O)CC1 | 19.3 | 4.2 | 0.5 | 1.9 | -0.3 | -2.1 | 12.9 | -5.6 | 0.8
Cc1cccc(NC(=O)CN2C(=O)N/C(=C/c3ccc(C)s3)C2=O)c1 | 92.1* | 3.2 | 1.4 | -1.1 | 1.4 | -2.1 | 11.6 | -11.7 | 0.7
O=C(COC(=O)[C@@H]1CCCN1S(=O)(=O)c1ccc(Cl)cc1)NC12CC3CC(CC(C3)C1)C2 | 33.5 | 2.0 | 1.1 | -0.5 | 0.0 | -2.4 | 7.9 | -6.2 | -0.2
COCC(C)NCc1cccc2ccccc12 (stereo not given) | 0.3 | 3.3 | -0.3 | 1.8 | -2.1 | -3.4 | 11.9 | 0.4 | 1.6
CCc1nnc(NC(=O)Cn2nc(-c3ccccc3OC)ccc2=O)s1 | 70.0* | 0.9 | 0.0 | -0.2 | -0.6 | 0.0 | -5.4 | -7.7 | -3.6
COc1cccc2cc(C(=O)C3=C(O)C(=O)N(CCCN4CCOCC4)C3c3ccncc3)oc12 (stereo not given) | / | -0.9 | -0.1 | 2.0 | -4.0 | -2.6 | / | 9.7 | -0.5
O=C(Nc1nc(-c2ccccc2)cs1)C1CCCCN1S(=O)(=O)c1ccc(Cl)cc1 (stereo not given) | 70.3* | 2.1 | 0.5 | 0.4 | -2.3 | -2.6 | -6.9 | -36.9 | 1.5
O=c1[nH]cnc2ccsc12 | 1.2 | 2.3 | 1.0 | 1.1 | 1.4 | -1.6 | 21.4 | -6.6 | -0.1
COc1cc2c(c(OC)c1OC)CCc1cnoc1-2 | 22.1 | -3.8 | 0.1 | -0.9 | -3.1 | -2.0 | 14.0 | -1.5 | 1.0
Cc1nn(C)c(C)c1/C=C1/SC(=S)NC1=O | 20.7 | 2.4 | 0.1 | -1.2 | -3.2 | 3.1 | 11.0 | 4.8 | 2.7
CCOc1c(C(=O)CC)cc2c(C)cc(=O)oc2c1C | -7.4 | 6.2 | 0.0 | 1.1 | 1.0 | -2.0 | -4.3 | -6.4 | -2.9
Cc1ncc(C(=O)O)c(C(=O)O)c1N | 6.9 | -7.8 | 1.3 | 2.5 | -3.4 | 4.4 | -4.9 | -0.4 | -0.5
CCOc1ccc(Oc2cc(N)cc([N+](=O)[O-])c2)cc1 | 29.9 | 2.9 | 0.7 | -1.6 | -1.0 | -2.0 | -1.0 | -6.9 | 0.4
CC1(c2ccco2)NC(=O)NC1=O (stereo not given) | 15.4 | 2.5 | 0.7 | 0.0 | -2.0 | 3.5 | -4.5 | -3.3 | 1.1
Cc1ccc(S(=O)(=O)N(C)c2c(C)ccc(S(N)(=O)=O)c2C)cc1 | 7.8 | 4.3 | -0.1 | 1.1 | 1.9 | -0.9 | 1.4 | -6.1 | -1.4
CSc1ccc(S(=O)(=O)N(C)Cc2ccccc2)cc1 | 1.6 | 2.9 | -0.1 | -2.9 | -1.0 | 3.2 | -9.5 | 1.7 | 2.7
Cc1ccc(Cn2ncc3c(N4CCN(CC#N)CC4)ncnc32)cc1 | 24.6 | 11.4 | 3.0 | 3.3 | 1.9 | 0.0 | 0.8 | -6.2 | 0.1
N#C/C(N)=C(/C#N)N=Cc1cccc(Cl)c1 | 7.3 | -4.5 | 0.8 | 0.5 | -2.7 | 3.0 | 7.3 | -12.0 | -0.6
Cc1nc(SCC(O)CCl)c([N+](=O)[O-])[nH]1 (stereo not given) | 23.6 | 3.9 | 1.5 | 2.3 | 3.2 | -2.0 | 22.4 | -1.1 | -1.4
Cc1ccc2oc(C(=O)NCc3ccc4c(c3)OCO4)c(C)c2c1 | 37.4 | 3.1 | -0.5 | -1.2 | 1.2 | -2.4 | 16.8 | -10.3 | -1.2
CCOC(=O)C1CCCCN1Cc1ccc(OC)c(OC)c1 (stereo not given) | 25.9 | -2.2 | 0.9 | 1.7 | -0.2 | 2.5 | -11.9 | -3.7 | 1.6
CCOC(=O)N/N=C/C=C/c1ccccc1 | -8.2 | 4.8 | 0.5 | -0.7 | -3.4 | 0.8 | 21.7 | -6.2 | 1.7
O=C1NC(c2ccccc2)CCC1(Cl)Cl (stereo not given) | 8.8 | 5.3 | 1.2 | 2.5 | -0.8 | -0.3 | -1.1 | -6.1 | 0.8
CCOC(=O)Cc1ccc(NC(=O)c2cccc([N+](=O)[O-])c2)cc1 | 2.5 | -0.1 | 0.0 | 0.8 | 3.0 | -1.2 | 17.0 | -4.5 | -1.6
COc1ccc(S(=O)(=O)NCCC(C)C)cc1C | 31.5 | 1.2 | -0.2 | -2.3 | -3.9 | -1.7 | -6.6 | 0.8 | 0.6
Cn1ccnc1SCC(=O)Nc1cc(S(=O)(=O)N2CCOCC2)ccc1Cl | -10.4 | 4.4 | -0.5 | 0.7 | -1.5 | -3.0 | -5.8 | -3.4 | 1.6
CN1CCCC(OC(=O)c2ccc3c(c2)OCCO3)C1 (stereo not given) | 30.0 | 5.2 | -0.8 | -0.8 | 2.3 | 1.9 | 13.0 | -2.9 | 0.7
CCOc1ccccc1N(CC(=O)OC)S(C)(=O)=O | 6.3 | 1.0 | 0.2 | 0.2 | -3.0 | -1.0 | -12.7 | -6.5 | -2.5
NN/C(=C\[N+](=O)[O-])Nc1ccc(Cl)cc1 | 32.3 | 2.5 | 1.3 | 0.3 | -1.2 | 4.2 | -1.3 | -4.7 | 0.4
O=C(OCc1ccc(COC(=O)c2cccnc2Cl)cc1)c1cccnc1Cl | 32.4 | 2.9 | 2.0 | 2.5 | -4.1 | 6.3 | 2.5 | -3.5 | -1.9
COc1ccc(-n2nnnc2S(=O)(=O)CC(=O)N2CCCCC2)cc1 | / | 0.5 | 2.6 | 1.8 | 26.9* | 1.8 | 19.8 | 5.5 | -15.6
CCCC(=O)n1nc(-c2ccccc2)nc1N | 30.8 | -0.3 | -0.6 | 1.0 | 0.2 | -0.5 | -1.4 | -6.7 | -0.6
Cc1nonc1N1CCN(Cc2cn[nH]c2-c2ccc(F)cc2F)CC1 | 19.7 | 1.6 | 0.7 | 0.8 | -1.9 | 1.9 | 1.1 | -9.8 | 2.9
Cc1ccc(-c2nc3ncccc3o2)cc1NC(=O)Cc1ccc(Cl)cc1 | 28.9 | 3.9 | 0.7 | 0.3 | -0.6 | 3.9 | 14.5 | -5.5 | -0.4
Cc1ccc(C2=NNC3(CCOC(C)(C)C3)S2)cc1 (stereo not given) | -51.1 | 2.7 | 0.4 | -0.5 | -1.6 | -3.4 | -19.7 | 10.7 | 0.6
COc1ccc(-c2nnc(NC(=O)C(C)C)o2)cc1 | 15.4 | 1.6 | 0.3 | 0.9 | -5.1 | -0.5 | -8.1 | -7.5 | 0.9
CC(=O)Nc1ccc(OCc2cnc(Cl)s2)cc1 | 6.1 | 8.6 | 1.0 | 0.2 | -1.6 | -0.9 | 40.5 | -2.8 | 1.3
CCCCCCC#Cc1cncc(C(=O)NNC(=O)Nc2cc(Cl)cc(Cl)c2)c1 | 11.7 | -5.0 | 1.1 | 0.3 | -5.0 | 0.0 | 4.8 | -15.1 | -1.4
NC(=O)COC(=O)c1cccc2c1-c1ccccc1C2=O | 4.1 | 4.4 | 0.6 | 0.7 | -1.5 | -1.9 | 3.9 | -9.3 | -0.6
O=C(c1ccc(-n2cnnn2)cc1)N1CCN(C(c2ccccc2)c2ccccc2)CC1 | 61.9 | 4.3 | 0.4 | -1.8 | 1.6 | -0.6 | 11.4 | 1.7 | -1.4
COc1ccc(NC(=S)N/N=C2\CC(C)(C)Oc3ccc(O)cc32)cc1 | 3.0 | 5.5 | -0.7 | -1.6 | -0.8 | 0.2 | -5.2 | 11.1 | 1.6
Cc1ccc(NC2=C(Cl)C(=O)OC2OC(=O)c2ccco2)cc1C (stereo not given) | -22.1 | 5.5 | 0.6 | 0.6 | -3.2 | 2.7 | 18.4 | 6.5 | -6.5
O=C(COC(=O)/C=C/c1ccccc1[N+](=O)[O-])Nc1ccc(OC(F)F)cc1 | 24.3 | -1.9 | 0.7 | -0.4 | -2.5 | -2.0 | 6.7 | -0.7 | 1.4
O=C(COC(=O)C1CC2C=CC1C2)Nc1ccc2c(c1)OC(F)(F)O2 (stereo not given) | 90.7* | 3.5 | 1.5 | 1.2 | 3.4 | -2.6 | 6.4 | -6.5 | 0.6
COCCCn1c(SCc2cccc(OC)c2)nc2cc(OC)c(OC)cc2c1=N | -7.6 | 9.4 | -1.6 | -0.5 | 3.8 | 1.8 | 13.0 | -5.6 | -4.1
COc1cc2c3c(c1)c(N=NC(N)=S)c(O)n3C(C)(C)C=C2C | -8.7 | 2.0 | -0.1 | -2.2 | -4.8 | 4.7 | -5.3 | -2.3 | -8.5
O=C(OCCC1Oc2cccnc2NC1=O)c1ccc(Cl)cc1 (stereo not given) | 13.5 | 2.9 | 0.6 | 1.3 | 1.9 | 5.1 | 7.1 | -5.6 | -0.6
COCCn1nnnc1C(C(C)C)N1CCN(C(=O)c2ccco2)CC1 (stereo not given) | 7.4 | 4.2 | 0.4 | 1.5 | 3.7 | -3.5 | -19.7 | -9.5 | -1.8

As entered above:
Reading of O=C(COC(=O)/C=C/c1ccccc1[N+](=O)[O-])Nc1ccc(OC(F)F)cc1 in CHOP inhibitor: 24.3
Reading of COCCn1nnnc1C(C(C)C)N1CCN(C(=O)c2ccco2)CC1 (stereo not given) in Ba/F3 V617F tox: 3.7

(list continues)
SMILES | CHOP inhibitor | BaF3 tox | TRPML3 agonist | TRPN1 ag | Ba/F3 V617F tox | Wee1 degr inh | PPC-1+TRAIL kill | RBBP9 inh | TNF death inh
CCOC(=O)c1ccc(NC(=O)Cn2nnc(-c3ccccc3F)n2)cc1 | -12.1 | 6.4 | 0.6 | 0.8 | -1.4 | 1.0 | 21.5 | -5.3 | 1.5
CCN=C(Nc1ccc(Cl)cc1)c1cccnc1 | 7.5 | 6.0 | -0.8 | 0.3 | 4.2 | 3.7 | 10.1 | -3.8 | -2.6
O=C(Nc1nnc(-c2ccc3c(c2)OCCO3)o1)c1ccc(Cc2ccccc2)cc1 | 96.9* | 6.8 | 0.4 | 0.8 | -2.4 | 1.9 | -5.1 | -5.7 | -0.7
N/C(COc1ncn(-c2ccccc2)n1)=N\S(=O)(=O)c1ccc(Cl)cc1Cl | 10.1 | 3.7 | -0.2 | -1.1 | -1.0 | -0.2 | 32.3 | -0.9 | 0.1
